Bioassay records from PubChem BioAssay.
CIT2 TOR yeast = modulators of CIT2-GFP expression in yeast, primary screen, S. cerevisiae, GFP fusion, multiplex flow cytometry, MLPCN library. hit rate 0.065% among 320,000. S. cerevisiae CIT2-GFP strain, 3 h; 100 means same as DMSO wells. GFP response vs DMSO, % at 10 µM;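 active = GFP response relative to DMSO above a set limit, near the screen mean plus 3 SD, cut at about 150% in these data; inconclusive = Fewer than 70 cells measured for a yeast strain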;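 note: ratio of well median GFP fluorescence to mean of DMSO wells on the plate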
proCasp7 act = procaspase-7 activators, primary screen, counter-screen for procaspase-3 activator project, biochemical, absorbance, HTS, human. hit rate 0.093% among 330,000. recombinant procaspase-7, Ac-DEVD-pNA absorbance 405 nm; D23A/D198A/D206A triple mutant, cannot self-cleave; scale: DMSO 0, 5 µM enzyme 100. activation, % at 8.5 µM. AID 463210, 2010;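 active = percent activation above the screen-wide mean plus 3 SD, cut at about 25% in these data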
Target sequence (P55210 whole entry D23A/D198A/D206A): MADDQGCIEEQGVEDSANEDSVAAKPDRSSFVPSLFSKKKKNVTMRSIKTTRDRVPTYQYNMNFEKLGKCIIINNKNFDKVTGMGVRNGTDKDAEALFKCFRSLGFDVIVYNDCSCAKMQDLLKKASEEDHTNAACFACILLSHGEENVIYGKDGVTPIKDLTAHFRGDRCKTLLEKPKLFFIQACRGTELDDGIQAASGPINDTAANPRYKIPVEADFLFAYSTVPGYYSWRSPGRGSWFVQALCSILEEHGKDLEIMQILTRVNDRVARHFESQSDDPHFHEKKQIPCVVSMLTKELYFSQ
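Assay system: Uncleavable procaspase-7 mutant enzyme | Input: 2 µM procaspase-7 mutant as dispensed | Timing: 1 h compound preincubation, 2 h substrate cleavage, 25 °C | Repeats: One well per compound | Control set: DMSO wells as 0%, DMSO with 5 µM added PC-7 as 100% | Technique: Epi-absorbance of released pNA at 405 nm, two timepoints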
LAP4 TOR yeast = modulators of LAP4-GFP expression in yeast, primary screen, S. cerevisiae, multiplex flow cytometry, MLPCN library. 3 h; median GFP as percent of DMSO wells. GFP response vs DMSO, % at 10 µM. hit rate 0.34% among 320,000. AID 2023, 2009;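 active = GFP response vs DMSO above a set limit, about the screen mean plus 3 SD, cut at about 150% in these data; inconclusive = under 70 cell events counted for the yeast strain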
AGP1 TOR yeast = modulators of AGP1-GFP expression in yeast TOR pathway, primary screen, cell-based, multiplex flow cytometry, S. cerevisiae, MLPCN library | 3 h; GFP as percent of DMSO wells | GFP response vs DMSO, % at 10 µM | hit rate 0.02% among 320,000;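 active = GFP response relative to DMSO above a set limit, near screen average plus 3 SD, cut at about 150% in these data; inconclusive = fewer than 70 cells counted for the yeast strain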;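 note: median GFP channel fluorescence of the gated AGP1 strain per well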
MEP2-GFP yeast = modulators of MEP2-GFP levels in yeast, primary screen, S. cerevisiae, multiplex flow cytometry, MLPCN library; S. cerevisiae MEP2-GFP strain, 3 h; 100% = DMSO control level; GFP response vs DMSO, % at 10 µM; hit rate 0.51% among 330,000; AID 2016, 2009;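 active = GFP response versus DMSO above a set limit, roughly screen mean plus 3 SD, cut at about 180% in these data; inconclusive = fewer than 70 cells counted for a yeast strain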;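 note: median GFP fluorescence of the barcode-gated MEP2-GFP cells per well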
RPL19A TOR yeast = RPL19A-GFP expression modulators in yeast, primary screen, cell-based, S. cerevisiae, multiplex flow cytometry, MLPCN. S. cerevisiae RPL19A-GFP strain, 3 h; stronger effect = lower value. percent response vs DMSO, % at 10 µM. hit rate 0.3% among 330,000. AID 2025, 2009;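 active = percent response vs DMSO below 50%; inconclusive = fewer than 70 events counted for the yeast strain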;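 note: median channel GFP fluorescence of the barcoded RPL19A-GFP strain; ratio of sample median GFP to plate DMSO average so 100% = DMSO; lower means less RPL19A-GFP as with rapamycin TOR inhibition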
proCasp3 act = activators of human procaspase-3 D3A mutant, primary screen, biochemical, absorbance, PC-3 D3A mutant, single concentration; Caspase-3 (Homo sapiens), P42574; recombinant procaspase-3 D3A, Ac-DEVD-pNA absorbance 405 nm; activation, % at 8.5 µM; hit rate 0.11% among 330,000;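 active = activation above the mean of all tested compounds plus 3 SD, cut at about 21% in these data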;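 note: 0% = DMSO alone and 100% = DMSO wells spiked with extra 5 µM PC-3 D3A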
Target sequence (P42574 whole entry D9A/D28A/D175A): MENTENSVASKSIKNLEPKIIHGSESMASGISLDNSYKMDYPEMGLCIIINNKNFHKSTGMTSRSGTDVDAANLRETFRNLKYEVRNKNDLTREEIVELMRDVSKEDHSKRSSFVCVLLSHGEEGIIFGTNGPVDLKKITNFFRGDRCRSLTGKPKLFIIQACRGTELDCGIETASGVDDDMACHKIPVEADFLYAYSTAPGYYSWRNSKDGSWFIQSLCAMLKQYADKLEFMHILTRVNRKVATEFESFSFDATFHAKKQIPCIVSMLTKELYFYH
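Technique: 405 nm absorbance of p-nitroaniline, reads at 0 and 120 min; Test system: Procaspase-3 D3A mutant; Incubation: 1 h enzyme-compound preincubation, then 2 h substrate reaction, 25 °C; Repeats: singlicate, each compound tested once; Benchmarks: low control DMSO wells, high control DMSO plus 5 µM PC-3 D3A.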
AHR act = AHR activators, primary screen, cell-based, luminescence, luciferase reporter, human; Aryl hydrocarbon receptor (Homo sapiens), P35869; AHR-responsive luciferase reporter cells; activation, % at 5 µM; hit rate 2.5% among 320,000; in the data active = activation above about 47%;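 note: 0% = vehicle wells and 100% = reference agonist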
* marks the source's active call; other numbers are inactive results; ? = inconclusive; / = not tested or not shown; [ ] = another dose, or the depositor's remark. No enrichment for hits; about 3.5% have a hit in one of these screens.

1: CNc1nc2c(N)ncnc2n1[C@H]1O[C@@H](CO)[C@H](O)[C@@H]1O
2: COc1ccccc1-c1cn[nH]c1-c1ccc(OCc2ccccc2F)cc1O
3: CN(C)CCOCCOc1ccc(Cl)cc1Br
4: O=C(OCC(=O)c1ccccc1Cl)C1=NN(c2ccccc2)C(=O)CC1
5: COc1ccc(C2c3[nH]c4ccccc4c3C[C@H]3C(=O)N(c4ccccc4C(=O)NCCN4CCOCC4)C(=O)N23)cc1 (stereo partly specified)
6: Cc1ccc(-n2nc3c(=O)n(CC(=O)NCc4cccs4)nc(C)c3c2C)cc1
assay / compound	1	2	3	4	5	6
CIT2 TOR yeast	120	81	93	94	104	98
proCasp7 act	0	9	5	12	-1	3
LAP4 TOR yeast	102	105	91	97	106	92
AGP1 TOR yeast	93	93	94	95	105	98
MEP2-GFP yeast	139	95	91	104	112	94
RPL19A TOR yeast	99	98	98	99	101	97
proCasp3 act	4	2	-4	-1	4	6
AHR act	-2	5	12	-1	8	1

7: CCOc1ccccc1OCCCOc1ccc(C)cc1Br
8: COc1cccc(NC(=O)CN(C)C(=O)c2c(C)nn(Cc3ccc(C)cc3)c2Cl)c1
9: COc1cc(NC(=O)c2cc(C(C)C)on2)cc(OC)c1OC
10: CN1C(=S)SC(C)(C)C1N(O)C(=O)Nc1ccc(Cl)cc1 (stereo unspecified)
11: COc1cc(NC(=O)C(=O)Nc2ccc3nc4n(c(=O)c3c2)CCCCC4)cc(OC)c1OC
12: CC(C)N(CCC(=O)c1ccc2ccccc2c1)Cc1ccccc1
assay / compound	7	8	9	10	11	12
CIT2 TOR yeast	108	106	102	/	105	94
proCasp7 act	11	-1	5	8	8	-31
LAP4 TOR yeast	93	100	106	99	105	111
AGP1 TOR yeast	100	106	103	101	103	102
MEP2-GFP yeast	92	110	97	98	102	102
RPL19A TOR yeast	95	104	102	99	102	106
proCasp3 act	0	-7	1	-4	-6	-26
AHR act	24	2	2	20	0	-2

13: COc1ccc(N2C(=O)/C(=C\c3ccco3)N=C2SCC(N)=O)cc1Cl
14: COc1ccc(S(=O)(=O)NCc2ccco2)cc1N(C)S(=O)(=O)c1ccccc1
15: CCN(CC(=O)NCc1ccc(Cl)cc1)C(=O)CSc1ccc(Br)cc1
16: Cc1ncc([N+](=O)[O-])n1S(=O)(=O)c1cc(Cl)ccc1Cl
17: CCn1cc(C(=O)NCC2CCCO2)c(=O)c2cc(S(=O)(=O)N3CCCCCC3)ccc21 (stereo unspecified)
18: COC(=O)c1sccc1-c1ccc(C(N)=O)o1
assay / compound	13	14	15	16	17	18
CIT2 TOR yeast	96	106	105	103	86	99
proCasp7 act	-3	7	-9	-5	8	-3
LAP4 TOR yeast	105	100	96	98	92	97
AGP1 TOR yeast	97	98	99	105	96	101
MEP2-GFP yeast	94	102	103	101	86	97
RPL19A TOR yeast	98	98	100	106	97	98
proCasp3 act	-11	1	-9	4	3	-2
AHR act	3	-1	5	1	6	-2

19: COc1cc(OC)cc(C(=O)OCC(=O)NC(C)CCc2ccccc2)c1 (stereo unspecified)
20: COc1cccc(NC(=O)C2CCCN(S(C)(=O)=O)C2)c1 (stereo unspecified)
21: CC(=C1C(=O)c2ccccc2C1=O)N1CCc2ccccc2C1
22: COc1cc2c(cc1OC)C(COc1ccc(F)cc1)NCC2 (stereo unspecified)
23: CCCCN(C(=O)c1ccc(C)c(S(=O)(=O)N2CCOCC2)c1)c1c(N)n(CCCC)c(=O)[nH]c1=O
24: CC(=O)/C=C(\C)Nc1ccc(-c2cnc(-c3ccccc3)o2)cc1
assay / compound	19	20	21	22	23	24
CIT2 TOR yeast	96	101	97	93	100	75
proCasp7 act	-3	-2	-2	4	6	6
LAP4 TOR yeast	103	98	92	89	111	117
AGP1 TOR yeast	102	103	91	85	108	92
MEP2-GFP yeast	102	99	92	102	100	100
RPL19A TOR yeast	104	103	95	92	101	102
proCasp3 act	5	-5	1	-4	-1	4
AHR act	0	1	14	5	-1	13

3 records drawn at random from the list so far, as already listed:
24: CC(=O)/C=C(\C)Nc1ccc(-c2cnc(-c3ccccc3)o2)cc1
20: COc1cccc(NC(=O)C2CCCN(S(C)(=O)=O)C2)c1 (stereo unspecified)
22: COc1cc2c(cc1OC)C(COc1ccc(F)cc1)NCC2 (stereo unspecified)
assay / compound	24	20	22
CIT2 TOR yeast	75	101	93
proCasp7 act	6	-2	4
LAP4 TOR yeast	117	98	89
AGP1 TOR yeast	92	103	85
MEP2-GFP yeast	100	99	102
RPL19A TOR yeast	102	103	92
proCasp3 act	4	-5	-4
AHR act	13	1	5

Next section.
25: CCSc1ccccc1-c1nc(-c2ccncc2)no1
26: COc1ccccc1-c1cc(C(F)(F)F)nc(S(=O)(=O)CCCC(=O)Nc2cc(C)on2)n1
27: CC(C)(C)OC(=O)N1Cc2ccccc2C[C@H]1C(=O)NCC(=O)NC1CCCC1
28: CCOC(=O)N1C=CC(C)=C[C@@H]2[C@@H](N3C(=O)c4ccccc4C3=O)C(=O)N21
29: O=C(Nc1ccccc1)Nc1csc2ccccc12
30: CCN(c1ccccc1)S(=O)(=O)c1cc(C(=O)NCC(c2ccco2)N2CCCCC2)ccc1C (stereo unspecified)
assay / compound	25	26	27	28	29	30
CIT2 TOR yeast	110	85	100	107	99	97
proCasp7 act	-2	3	-7	11	1	5
LAP4 TOR yeast	99	90	95	96	117	100
AGP1 TOR yeast	81	92	101	105	110	98
MEP2-GFP yeast	99	102	104	104	107	97
RPL19A TOR yeast	104	92	102	106	102	95
proCasp3 act	2	-3	8	4	-4	-1
AHR act	65*	7	0	-1	61*	0

31: C=CCN1C(=O)C(Cc2ccc(OC)cc2)S/C1=N/N=C/c1ccco1 (stereo unspecified)
32: O=C(Nc1ccc(-n2ccnc2P(=O)(O)c2ccccc2)cc1)c1ccccc1Br
33: CCCC(=O)NC(=S)Nc1ccc(S(=O)(=O)Nc2ccc(OCC)cc2)cc1
34: CN1C(=O)c2ccccc2C(C(=O)NCCCN2CCCC2=O)C1c1c[nH]c2ccccc12 (stereo unspecified)
35: CCOC12NC(=O)CC(=O)N1C(c1ccccc1)=CS2 (stereo unspecified)
36: CCOC(=O)c1c(C)[nH]c(C)c1-c1ccccc1OC
assay / compound	31	32	33	34	35	36
CIT2 TOR yeast	102	104	105	94	79	97
proCasp7 act	7	0	-6	9	-2	8
LAP4 TOR yeast	115	101	97	96	116	104
AGP1 TOR yeast	104	106	104	89	95	96
MEP2-GFP yeast	112	102	105	111	101	122
RPL19A TOR yeast	104	107	102	107	100	96
proCasp3 act	7	-7	5	-6	-6	4
AHR act	3	32	1	26	-1	-3

37: COc1cc(OC)cc(C(=O)NCC(=O)Nc2ccc(-c3ccccc3)cc2)c1
38: NC(=O)C1CCN(c2ccc(C(F)(F)F)cn2)CC1
39: CCNC(=O)c1cccc(NC(=O)C2CC(=O)N(CCc3ccccc3)C2)c1 (stereo unspecified)
40: O=C1Nc2ccc(NS(=O)(=O)c3cccs3)c3cccc1c23
41: CCCn1ncc(CN2CCC(n3nccc3NC(=O)CCc3ccccc3)CC2)c1C
42: CC(C)C1Oc2cc3oc(=O)ccc3cc2C1=O (stereo unspecified)
assay / compound	37	38	39	40	41	42
CIT2 TOR yeast	107	95	94	114	104	100
proCasp7 act	1	4	6	2	-7	8
LAP4 TOR yeast	97	98	104	98	87	98
AGP1 TOR yeast	77	99	103	107	102	104
MEP2-GFP yeast	100	95	102	112	104	102
RPL19A TOR yeast	92	98	89	105	104	101
proCasp3 act	6	-3	6	6	2	6
AHR act	-3	-1	2	0	3	2

Limited to AHR act, MEP2-GFP yeast and proCasp3 act, for some of the entries so far:
nr	compound	AHR act	MEP2-GFP yeast	proCasp3 act
40	O=C1Nc2ccc(NS(=O)(=O)c3cccs3)c3cccc1c23	0	112	6
41	CCCn1ncc(CN2CCC(n3nccc3NC(=O)CCc3ccccc3)CC2)c1C	3	104	2

Continued:
43: Cn1c(SCC(=O)NCC2CCCO2)nnc1-c1c[nH]c2ccccc12 (stereo unspecified)
44: Fc1ccc(-c2ccnc(=S)[nH]2)cc1
45: COC(=O)C(Cc1ccccc1)NC(=O)CCNC(=O)c1ccc(Br)cc1 (stereo unspecified)
46: CC(C)(C)c1cc(NC(=O)c2ccc(OC3CCCC3)cc2)no1
47: O=C(c1ccc(S(=O)(=O)Nc2ccccc2)cc1)N1CCCCCCC1
48: Cc1oc(-c2cccc(Cl)c2)nc1CN1CCC(C(=O)NCCCN2CC(C)CC(C)C2)CC1 (stereo unspecified)
assay / compound	43	44	45	46	47	48
CIT2 TOR yeast	102	92	100	100	100	?
proCasp7 act	10	-37	-5	6	3	8
LAP4 TOR yeast	101	111	97	107	96	75[may fluoresce violet]
AGP1 TOR yeast	97	93	95	99	96	?
MEP2-GFP yeast	102	98	107	105	96	190*[may fluoresce violet]
RPL19A TOR yeast	96	96	109	101	98	17*[may fluoresce violet]
proCasp3 act	9	-15	-10	3	4	10
AHR act	1	19	5	4	-2	0

49: O=C(Nc1nccs1)c1ccc2nccnc2c1
50: CN(C)c1ccc(C(=O)Nc2cccc(S(=O)(=O)NC3=NCCCCC3)c2)cc1
51: O=C(NCCC(=O)N1CCN(S(=O)(=O)c2ccccc2)CC1)c1ccc(Br)cc1
52: CC1=C(C(=O)OCc2ccccc2)C(/C=C/c2ccccc2)NC(=S)N1 (stereo unspecified)
53: O=C(Nc1ccc(O)c(-c2nc3ccccc3o2)c1)C1(c2ccc(Br)cc2)CCCC1
54: Cc1ccccc1NS(=O)(=O)c1cc(C(=O)N2CCc3ccccc3C2)ccc1C
assay / compound	49	50	51	52	53	54
CIT2 TOR yeast	91	104	108	99	100	86
proCasp7 act	-20	13	2	-9	-14	1
LAP4 TOR yeast	104	91	100	109	93	102
AGP1 TOR yeast	96	94	107	101	102	93
MEP2-GFP yeast	98	96	95	101	96	100
RPL19A TOR yeast	101	97	103	103	95	92
proCasp3 act	0	1	4	1	-3	-10
AHR act	53*	8	2	-4	1	7

55: Cc1ccc(CCN2CC(C(=O)NCCCOC(C)C)CC2=O)cc1 (stereo unspecified)
56: CCOC(=O)C1=C(O)C(=O)NC(c2ccccc2)=C(OCC)C1
57: CC1CCN(c2ncnc3c2cnn3-c2ccccc2)CC1
58: Cc1ccc(CC2C(=O)N(CC(=O)O)C(=O)C2C)cc1 (stereo unspecified)
59: Cc1ccccc1C1NC(=S)NC2=C1C(=O)CC(C)(C)C2 (stereo unspecified)
60: Cc1ccc([N+](=O)[O-])cc1NC(=O)c1ccoc1C
assay / compound	55	56	57	58	59	60
CIT2 TOR yeast	97	101	87	95	93	95
proCasp7 act	5	4	6	-3	-25	-3
LAP4 TOR yeast	101	100	119	91	89	93
AGP1 TOR yeast	104	98	94	96	90	92
MEP2-GFP yeast	101	105	97	97	97	105
RPL19A TOR yeast	101	105	95	97	93	99
proCasp3 act	-7	-8	10	-6	-15	4
AHR act	1	-2	-9	6	-1	-2
